Screening results deposited in PubChem BioAssay by National Center for Advancing Translational Sciences (NCATS).
D1 PAM: enhances dopamine response at the human D1 receptor. P21728. HEK293 TREx D1 cells, calcium flux, dopamine EC20 potentiation. potentiation, % at 10 µM. 360,000 tested, 0.036% active; in the data active = potentiation above about 30%; also: 0% is about no effect
Target sequence (P21728 whole entry, looked up): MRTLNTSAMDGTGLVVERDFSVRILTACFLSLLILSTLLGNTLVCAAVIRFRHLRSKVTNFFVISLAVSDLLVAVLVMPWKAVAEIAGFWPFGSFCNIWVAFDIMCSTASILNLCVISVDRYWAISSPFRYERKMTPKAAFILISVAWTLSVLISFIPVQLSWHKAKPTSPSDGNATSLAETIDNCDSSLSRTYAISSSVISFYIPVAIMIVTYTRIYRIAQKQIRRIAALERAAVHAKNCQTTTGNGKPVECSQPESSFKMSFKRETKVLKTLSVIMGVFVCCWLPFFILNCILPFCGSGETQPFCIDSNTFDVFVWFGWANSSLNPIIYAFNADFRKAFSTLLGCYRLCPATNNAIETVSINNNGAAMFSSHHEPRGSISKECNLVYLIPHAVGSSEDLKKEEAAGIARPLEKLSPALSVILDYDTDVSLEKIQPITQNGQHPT
RXFP1 antagonist: blocks the human relaxin receptor RXFP1; Q9HBX9; HEK293-RXFP1, relaxin-stimulated cAMP HTRF, 30 min; active compounds read low; activity change, negative = inhibition, % at 57.5 µM; 350,000 tested, 0.59% active;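 active = activity change of -60% or lower, but not beyond a set lower limit; inconclusive = change between -60% and -40%, or beyond the set limit; inactive = change above -40%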; also: % is scaled to controls: 0 for no effect and ±100 for the full control effect
D2 antagonist: antagonizes the human D2 dopamine receptor. HEK293 TREx D2 cells, calcium flux, dopamine EC80. inhibition, % at 10 µM. 340,000 tested, 2% active. AID 485344; in the data active = inhibition above about 30%; also: 0% is about no effect
Target sequence (P14416 whole entry, looked up): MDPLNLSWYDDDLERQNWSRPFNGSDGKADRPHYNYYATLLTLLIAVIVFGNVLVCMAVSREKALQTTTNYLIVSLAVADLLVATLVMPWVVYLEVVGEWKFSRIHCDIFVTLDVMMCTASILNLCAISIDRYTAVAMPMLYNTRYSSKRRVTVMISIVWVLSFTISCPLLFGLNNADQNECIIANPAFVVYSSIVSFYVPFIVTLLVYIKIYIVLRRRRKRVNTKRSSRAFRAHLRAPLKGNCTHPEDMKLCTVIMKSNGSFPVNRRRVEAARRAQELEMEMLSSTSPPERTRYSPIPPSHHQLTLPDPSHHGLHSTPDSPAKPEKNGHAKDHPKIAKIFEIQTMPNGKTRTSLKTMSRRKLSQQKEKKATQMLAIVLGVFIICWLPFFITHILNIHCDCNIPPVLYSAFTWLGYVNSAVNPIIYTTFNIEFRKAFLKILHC
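Tetracycline-induced HEK293 T-REx cells expressing D2 force-coupled to calcium signalling were dye-loaded, exposed to compound for 180 s, then challenged with an EC80 of dopamine; calcium flux was followed kinetically for a further 180 s.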
TRHR ag: TRH receptor (human) agonism. TRHR cells, calcium flux fluo-8, FDSS agonist mode. 360,000 tested, 0.18% active. activation, % at 2 µM. P34981; also: 0% is about no effect
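Read-out: compound-evoked intracellular calcium rise in TRHR cells, fluo-8 dye, kinetic FDSS fluorescence at 1 s/cycle following a 10-cycle baseline. Cells cultured overnight before dye loading (30 min–1.5 h, RT).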
D2 potentiator: positively modulates the human D2 dopamine receptor allosterically; P14416; HEK293 T-REx D2, calcium flux, EC20 dopamine potentiation; potentiation, % at 10 µM; 340,000 tested, 0.34% active; AID 485347;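 active = potentiation over 3 SD above the plate norm, cut at about 30% in these data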; also: 0% is about no effect
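Primary screen. Calcium kinetics in induced HEK293 T-REx D2 cells: compound pre-addition 180 s, EC20 dopamine, 180 s more.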
D2 ag: activates the human D2 dopamine receptor. activation, % at 2 µM. P14416. HEK293 T-REx D2 cells, calcium flux agonist mode. 340,000 tested, 0.53% active;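 active = activation over 3 SD above normal in the single-dose calcium agonist read, cut at about 30% in these data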; also: 0% is about no effect
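In this primary screen, compounds producing a positive calcium signal within 180 s of addition to tetracycline-induced, force-coupled HEK293 Trex D2 cells are flagged; cells are dye-loaded with a no-wash calcium kit beforehand.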
TRHR PAM: allosterically enhances the human TRH receptor; TRHR cells, fluo-8 calcium fluorescence, EC20 TRH enhancement; P34981; 360,000 tested, 0.66% active; enhancement, % at 2 µM; AID 493056; in the data active = enhancement above about 30%; also: 0% is about no effect
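Enhancer read-out: after compound pinning and an initial kinetic agonist-mode read, an EC20 of TRH (10 nM final) was injected and fluo-8 calcium signal (Ex 480/Em 530) followed at 1 s/cycle for 100 cycles in TRHR-expressing cells.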
D1 antagonist: blocks dopamine activation of the human D1 receptor. P21728. AID 504652. HEK293 TREx D1 cells, calcium flux, dopamine EC80; active compounds read low. 360,000 tested, 3.2% active. activity change, negative = inhibition, % at 10 µM; in the data active = activity change below about -30%; also: % is scaled to controls: 0 for no effect and ±100 for the full control effect
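Cells carrying a force-coupled, tetracycline-inducible human D1 receptor report calcium flux. Each well gets a 10 s baseline, compound with 180 s monitoring, then an EC80 dopamine stimulus with a second 180 s kinetic read.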
D1 agonist: agonists of human D1 dopamine receptor; P21728; HEK293 T-REx D1 cells, calcium flux, agonist mode; activation, % at 2 µM; 360,000 tested, 1% active; AID 504660; also: 0% is about no effect
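Inducible HEK293 T-REx D1 cells, force-coupled to calcium signalling, were plated at 4000 cells/well with tetracycline and held overnight at 30 C. After no-wash calcium dye loading, compound-evoked calcium rise over 180 s flagged agonists.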
The depositor's hits bear a star; ? = inconclusive; nt = not tested or not shown. Rule as the data show it, unless noted: active = activation above about 30%; inactive = the rest.

#	compound	D1 PAM	RXFP1 antagonist	D2 antagonist	TRHR ag	D2 potentiator
1	O=C(C1CCCN(Cc2ccccc2)C1)N1CCCCC1 (stereo not drawn)	-2	7	-6	0.5	-8
2	O=C(Cn1cc(S(=O)(=O)Cc2ccccc2F)c2ccccc21)N1CCOCC1	-9	-14	-20	0.0	1
3	N/C(=N\OC(=O)c1ccc([N+](=O)[O-])cc1Cl)c1ccccn1	-3	12	0	0.0	-2
4	CN1CCN(C(=O)C2CCN(c3ncc(C(F)(F)F)cc3Cl)CC2)CC1	-2	-16	15	0.7	-4
5	Cc1ccc(-c2c(C(=O)N/N=C/C3CCCCC3)nnn2-c2nonc2N)cc1	0	-22	5	0.7	3
6	Cn1ncc2c(NNC(=O)Cc3ccccc3)ncnc21	0	33	-2	0.1	9
7	COc1ccc(OCC(=O)N/N=C(\C)CC(=O)Nc2ccc(OC)cc2[N+](=O)[O-])cc1	0	2	-3	0.0	2
8	CCOc1cc(NC(=S)NC)c(OCC)cc1NC(=O)c1ccco1	-2	-5	4	-0.5	2

#	D2 ag	TRHR PAM	D1 antagonist	D1 agonist
1	0.3	1	-1	3
2	0.2	0	-2	6
3	0.7	6	-18	2
4	1.0	11	-13	4
5	0.5	0	6	4
6	2.3	3	-24	0
7	0.5	-1	-8	7
8	-1.2	-1	5	13

Reformatted tab-delimited: entries from further up
no.	mol	D1 PAM	RXFP1 antagonist	D2 antagonist	TRHR ag	D2 potentiator	D2 ag	TRHR PAM	D1 antagonist	D1 agonist
6	Cn1ncc2c(NNC(=O)Cc3ccccc3)ncnc21	0	33	-2	0.1	9	2.3	3	-24	0
7	COc1ccc(OCC(=O)N/N=C(\C)CC(=O)Nc2ccc(OC)cc2[N+](=O)[O-])cc1	0	2	-3	0.0	2	0.5	-1	-8	7
8	CCOc1cc(NC(=S)NC)c(OCC)cc1NC(=O)c1ccco1	-2	-5	4	-0.5	2	-1.2	-1	5	13

Next section:
#	compound	D1 PAM	RXFP1 antagonist	D2 antagonist	TRHR ag	D2 potentiator
9	COCCNC(=O)CCCn1c(=O)c2cc(OC)c(OC)cc2n(CC(=O)c2ccc(Cl)cc2)c1=O	-2	nt	nt	-0.1	nt
10	COc1ccc(NC(=O)C2CCN(C(=O)c3cccs3)CC2)cc1OC	-4	-6	4	-0.8	1
11	CCCCn1c(=O)[nH]c(=O)c2c1nc(-c1cc(Br)c(OCC)c(OC)c1)n2C	-2	-4	12	-0.5	-14
12	CCOc1ccccc1C1C(C(=O)N2CCCCC2)=C(C)Nc2nc3ccccc3n21 (stereo not drawn)	0	nt	nt	0.7	3
13	CCOC(=O)CSc1nc2ccsc2c(=O)[nH]1	0	13	-10	-0.1	7
14	Cc1cc(C)c(C)c(S(=O)(=O)N2CCN(C)CC2)c1C	-2	0	nt	0.6	nt
15	Cc1cc(C)nc(NCc2ccc(Cl)cc2)n1	-2	2	nt	-1.0	nt
16	Cc1ccc(C)c(S(=O)(=O)N2CCCC2CNC(=O)C(=O)NCCc2ccccc2)c1 (stereo not drawn)	-2	1	1	-0.1	0

#	D2 ag	TRHR PAM	D1 antagonist	D1 agonist
9	nt	3	-6	1
10	-1.7	1	2	1
11	-0.3	-11	5	0
12	0.6	-2	6	-1
13	-0.1	1	1	1
14	nt	2	-5	3
15	nt	-4	8	3
16	0.3	4	-12	9

The list goes on:
#	compound	D1 PAM	RXFP1 antagonist	D2 antagonist	TRHR ag	D2 potentiator
17	CCCCn1c(N)c(N(CCC(C)C)C(=O)COC(=O)c2cccnc2SC)c(=O)[nH]c1=O	0	-4	1	0.0	3
18	CC(=O)Nc1ccc(Nc2ncnc3c2c(-c2ccccc2)cn3-c2ccccc2)cc1	-4	10	nt	0.3	20
19	O=C1c2ccccc2C(Nc2ccc(S(=O)(=O)N3CCCCC3)cc2)N1c1ccccn1 (stereo not drawn)	1	-22	1	0.7	-1
20	CCOC(=O)C1=C(C)NC(=S)NC1c1ccco1 (stereo not drawn)	5	?	nt	-0.5	nt
21	CC/C(=N\NC(=O)Nc1ccccc1)c1ccccc1	7	0	-10	-0.2	-8
22	COc1cc(C(C)=O)ccc1COc1ccc(C(=O)OCC(=O)NC2CCS(=O)(=O)C2)cc1OC (stereo not drawn)	4	-14	5	0.2	2
23	Cn1c2cc(Br)sc2c2cnn(Cc3c(F)cccc3F)c(=O)c21	12	nt	nt	-0.8	nt
24	Cc1ccc(C)c(NC(=S)NC(NC(=O)Cc2cccc3ccccc23)C(Cl)(Cl)Cl)c1 (stereo not drawn)	0	-4	-4	1.3	9

#	D2 ag	TRHR PAM	D1 antagonist	D1 agonist
17	0.0	4	-12	4
18	-0.2	1	-9	-1
19	0.2	2	4	0
20	nt	-2	5	1
21	1.2	0	-4	2
22	0.1	-4	8	0
23	nt	0	0	4
24	-0.1	-4	-3	1

Continued:
#	compound	D1 PAM	RXFP1 antagonist	D2 antagonist	TRHR ag	D2 potentiator
25	CCNc1ccc(C(=O)OCC(=O)NCCN2C(=O)CSC2=O)cc1[N+](=O)[O-]	-2	16	23	-1.1	4
26	CC1C(=O)Nc2ccccc2N1C(=O)c1ccc(O)cc1 (stereo not drawn)	-1	4	-8	0.0	-4
27	CCNc1nc2c(c(=O)n(C)c(=O)n2C)n1Cc1ccc(F)cc1	0	-12	nt	0.3	2
28	CC(C)=C1C(=O)NN(c2ccc(F)c(Cl)c2)C1=O	-5	-7	9	0.0	-7
29	CC(C)CN(C(=O)COC(=O)c1cnc(Cl)c(Cl)c1)c1c(N)n(Cc2ccccc2)c(=O)[nH]c1=O	-3	-8	-6	0.7	-1
30	COc1ccc(-n2c(SCC(=O)Nc3sc4c(c3C#N)CCCC4)nnc2-c2ccccc2OC)cc1	-4	-3	9	0.3	-5
31	CCOc1ccc(C(=O)Nc2ccccc2N2CCN(C(=O)c3ccccc3)CC2)cc1[N+](=O)[O-]	1	2	2	0.2	0
32	Cc1nc2cc(C(=O)OCC(=O)NC34CC5CC(CC(C5)C3)C4)ccc2n1-c1ccccc1	0	-1	9	-0.5	-13

#	D2 ag	TRHR PAM	D1 antagonist	D1 agonist
25	-1.4	-5	4	-2
26	-0.5	1	9	4
27	0.6	-5	-10	9
28	0.2	3	-18	0
29	2.0	-2	8	3
30	0.7	-6	-13	1
31	0.7	-11	23	3
32	-0.8	-7	30	1

(continued)
#	compound	D1 PAM	RXFP1 antagonist	D2 antagonist	TRHR ag	D2 potentiator
33	CCCNC(=O)/C(=C/c1cn(S(=O)(=O)N(C)C)c2ccccc12)NC(=O)c1ccc(OC)cc1	0	4	1	0.2	-19
34	COc1cc(C2C(C#N)=C(N)Oc3c2oc(CO)cc3=O)ccc1OC(C)C (stereo not drawn)	8	-2	2	-0.1	-4
35	O=C(COC(=O)c1cnc(Cl)c(Cl)c1)Nc1ccc(S(=O)(=O)N2CCCC2)cc1	0	-27	0	0.3	6
36	COc1ccc(N(C(=O)c2cc3ccccc3oc2=O)C2C=CS(=O)(=O)C2)cc1 (stereo not drawn)	1	0	4	0.3	5
37	CCCn1nnnc1NC(=O)c1ccc(C)cc1Cl	-4	nt	-7	-0.3	-9
38	CCn1c(N2CCN(S(=O)(=O)CC)CC2)nc2ccccc21	-4	-2	-13	-0.5	0
39	CN1CCN(CCNC(=O)Nc2ccc(Cl)cc2)CC1	-8	-8	10	0.4	2
40	CN1CCN(c2oc(-c3ccccc3Cl)nc2S(=O)(=O)c2ccccc2)CC1	-3	-19	79*	-0.1	-21

#	D2 ag	TRHR PAM	D1 antagonist	D1 agonist
33	0.4	-6	-6	4
34	-0.5	7	0	1
35	1.5	3	2	0
36	2.1	3	14	3
37	-1.0	-3	10	5
38	0.5	24	4	6
39	0.6	-2	5	1
40	0.7	-7	-17	-1

Of the compounds above, these have bromine:
#	compound	D1 PAM	RXFP1 antagonist	D2 antagonist	TRHR ag	D2 potentiator
11	CCCCn1c(=O)[nH]c(=O)c2c1nc(-c1cc(Br)c(OCC)c(OC)c1)n2C	-2	-4	12	-0.5	-14
23	Cn1c2cc(Br)sc2c2cnn(Cc3c(F)cccc3F)c(=O)c21	12	nt	nt	-0.8	nt

#	D2 ag	TRHR PAM	D1 antagonist	D1 agonist
11	-0.3	-11	5	0
23	nt	0	0	4

(continued)
#	compound	D1 PAM	RXFP1 antagonist	D2 antagonist	TRHR ag	D2 potentiator
41	CCOc1ccc(-n2cnnn2)cc1S(=O)(=O)N1CCCCC1	-1	1	nt	-1.0	nt
42	COc1ccc2c(C)c(CCC(=O)NCCc3ccccc3)c(=O)oc2c1	0	-13	nt	-0.8	-11
43	COCCNC(=O)c1cnn2c(C(F)(F)F)cc(-c3ccc4c(c3)OCO4)nc12	-2	-21	13	0.0	14
44	CCCCc1nn2c(=O)cc(COC(=O)COc3ccc(C)cc3)nc2s1	-5	nt	nt	-0.2	-15
45	CCCn1c(=O)c2c(nc3n2CCCN3Cc2ccccc2)n(C)c1=O	4	2	-5	-0.8	5
46	CCCCCCCN(C(=O)CCl)c1ccccc1C	-6	-10	7	0.2	-7
47	COc1ccc(-c2noc(-c3ccoc3C)n2)cc1OC	12	-6	16	0.1	-3
48	CCN(CC)CCOC(=O)c1ccc(NC(=O)c2nn(C)c3c2COc2ccccc2-3)cc1	-3	-32	nt	-0.3	5

#	D2 ag	TRHR PAM	D1 antagonist	D1 agonist
41	nt	1	-4	9
42	0.8	4	-9	1
43	-0.7	-4	-8	3
44	nt	-5	-1	5
45	-1.0	-7	8	6
46	-0.3	-5	5	12
47	-0.3	6	-2	1
48	nt	-5	10	1

Looked up above.
D1 agonist with no. 42 is entered as 1
D1 PAM with no. 44 is entered as -5
TRHR ag with no. 48 is entered as -0.3
D2 potentiator with no. 46 is entered as -7

The list goes on:
#	compound	D1 PAM	RXFP1 antagonist	D2 antagonist	TRHR ag	D2 potentiator
49	COc1cc(OC)c(C(=O)O/N=C(\N)c2ccccn2)cc1OC	5	-2	-23	-1.1	18
50	CCCCCCCCCCSc1n[nH]c(N)n1	-6	-1	-2	0.4	0
51	CCc1ccccc1N(CC)C(=O)c1c(C)oc2ncn(C)c(=O)c12	-3	nt	nt	0.3	3
52	COc1c2c(cc3oc(=O)ccc13)OC(C)(C)C=C2	-4	-1	33*	-1.1	4
53	O=[N+]([O-])c1ccccc1/C=C/C=N/N1CCCCC1	-2	-11	4	-0.5	-2
54	O=C(NCCCO)c1nnc(Cc2c(F)cccc2Cl)o1	-1	0	-1	0.1	-2
55	O=S(=O)(c1cccc(F)c1)N1CCC(CO)(Cc2cccc(F)c2)CC1	-8	-14	-18	1.9	-1
56	CCc1c(C)sc(NC(=O)Cn2nc(C(F)(F)F)c3c2CCCC3)c1C#N	-8	-10	7	0.4	7
57	CC(C)(C)OC(=O)N1CCc2nc(N3CCN(c4ncccn4)CC3)ncc2C1	0	6	nt	0.9	1

#	D2 ag	TRHR PAM	D1 antagonist	D1 agonist
49	-1.7	-1	0	6
50	-1.0	7	10	3
51	-0.2	5	-9	-1
52	-2.6	0	-7	0
53	-0.9	1	7	2
54	-0.8	-1	12	-1
55	0.9	-4	1	2
56	-0.1	5	-15	7
57	-0.6	-1	-9	5

Rows are unselected. Share with any hit: about 7.1%.
